Bioassay records from PubChem.
LGR2 antag: inhibitors of bursicon-induced Drosophila LGR2 receptor cAMP signaling | HEK293 LGR2, CRE-luciferase, bursicon-stimulated, 4 h | inhibition, % at 9.99 µM | 380,000 tested, 0.35% active;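 active = drop in luminescence signal, shown as inhibition above about 50% in the replicate tests, limit read from the data, passing the limit was not always enough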;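 note: agonist challenge used bursicon conditioned medium at about half maximal strength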
SIRT5 block: blocks human SIRT5 desuccinylation of peptide; Q9NXA8; Purified SirT5, succinyl-peptide AMC, trypsin-coupled fluorescence; inhibition, % at 15 µM; 330,000 tested, 1.1% active; AID 652115; in the data active = inhibition above about 15%
PGC1a acetyl inh: lowers PGC1a acetylation signal in U2OS cells. AlphaScreen anti-acetyl-lysine; with virally co-expressed GCN5 acetyltransferase. inhibition, % at 15.6 µM. 350,000 tested, 0.17% active. AID 651687;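 active = every replicate shows inhibition of at least 40%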;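 note: 0% = neutral control wells and 100% = positive control wells; some results beyond the cut were filed as inactive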
Xi reactivation: X-chromosome reactivation activator; XiGFP mouse fibroblasts, % GFP-positive cells imaging, 3 d; cells co-treated with 5-aza-dC sensitizer; scaled so ellipticine positive control = 100%; activation, % at 7.58 µM; 360,000 tested, 0.055% active;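 active = mean normalized replicate activation at least 10% and every replicate at or above 10%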;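 note: 0% = median of on-plate neutral control wells and 100% = ellipticine 6 µM median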
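Material: XiGFP fibroblasts, SV40-immortalized; Buffer or medium: DMEM containing 5-aza-dC; Compound dosing: single point; Times: 3 days compound exposure.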
ERAP1 HTS inh: blocks human ERAP1 aminopeptidase activity; Q9NZ08; recombinant ERAP1, Leu-AMC fluorescence, 60 min; 340,000 tested, 0.15% active; inhibition, % at 10.7 µM;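 active = mean replicate inhibition of at least 30%, or all replicates individually reaching that 30% level; inactive = mean below 30% and not every replicate reaching it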;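 note: 0% = neutral control wells and 100% = L-leucinethiol positive control wells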
Target sequence (Q9NZ08 whole entry, looked up): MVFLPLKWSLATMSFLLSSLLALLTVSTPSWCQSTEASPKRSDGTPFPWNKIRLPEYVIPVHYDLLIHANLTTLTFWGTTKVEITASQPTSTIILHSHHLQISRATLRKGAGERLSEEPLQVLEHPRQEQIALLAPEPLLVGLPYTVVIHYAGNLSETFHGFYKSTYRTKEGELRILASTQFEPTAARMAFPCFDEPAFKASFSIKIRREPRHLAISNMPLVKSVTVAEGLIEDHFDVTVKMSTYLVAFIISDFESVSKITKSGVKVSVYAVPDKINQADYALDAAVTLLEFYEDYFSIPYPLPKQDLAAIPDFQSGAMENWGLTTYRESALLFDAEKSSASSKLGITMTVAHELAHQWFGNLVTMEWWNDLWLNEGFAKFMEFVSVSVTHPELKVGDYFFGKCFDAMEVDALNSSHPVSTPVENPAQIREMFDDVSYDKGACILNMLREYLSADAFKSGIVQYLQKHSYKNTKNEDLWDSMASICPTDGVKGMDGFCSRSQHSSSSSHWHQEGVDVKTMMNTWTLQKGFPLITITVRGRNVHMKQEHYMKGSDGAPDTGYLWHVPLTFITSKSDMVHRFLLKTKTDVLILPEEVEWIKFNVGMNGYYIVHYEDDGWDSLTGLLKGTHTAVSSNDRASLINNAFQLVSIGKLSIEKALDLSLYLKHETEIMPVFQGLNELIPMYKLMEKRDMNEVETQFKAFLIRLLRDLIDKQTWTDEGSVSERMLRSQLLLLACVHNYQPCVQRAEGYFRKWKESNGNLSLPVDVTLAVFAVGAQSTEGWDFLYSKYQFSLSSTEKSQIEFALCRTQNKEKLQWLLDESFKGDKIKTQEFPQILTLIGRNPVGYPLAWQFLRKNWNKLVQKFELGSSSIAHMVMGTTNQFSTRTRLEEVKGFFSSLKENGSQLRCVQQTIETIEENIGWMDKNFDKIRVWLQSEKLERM
S100A4 MyoIIA: inhibitors of human S100A4 binding to myosin IIA peptide; P26447; S100A4/TAMRA-MyoIIA peptide fluorescence polarization; inhibition, % at 10.7 µM; 360,000 tested, 0.14% active;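 active = mean inhibition of at least 70% across replicates, with every replicate also reaching that level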
Target sequence (P26447 whole entry, looked up): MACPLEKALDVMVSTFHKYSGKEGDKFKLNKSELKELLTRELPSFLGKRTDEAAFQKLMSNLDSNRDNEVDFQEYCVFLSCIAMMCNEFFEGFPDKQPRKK
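Material: human S100A4 monomer with TAMRA-labelled myosin IIA peptide; buffer or medium: HEPES pH 7.2 with CaCl2, KCl, NaCl, DTT, Triton; compound dosing: one concentration per compound; schedule: 5 min incubation before reading; benchmarks: neutral control DMSO, positive control TFP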
C2C12 statin: suppression of simvastatin myotoxicity. C2C12 myotubes + simvastatin, ATP luminescence, 48 h; scaled: DMSO 0, geranylgeraniol control 100. rescue of ATP level, % at 7.49 µM. 330,000 tested, 0.78% active. AID 602340;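 active = mean ATP rescue above about 67%, or every replicate alone reaching that limit, limit read from the data, passing the limit was not always enough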;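 note: myotubes were challenged with 10 µM simvastatin during compound exposure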
Cneo AK release: causes C. neoformans cell lysis; lysis activity, % at 15 µM; adenylate kinase release luminescence, 4 h; normalised: neutral wells 0, clomiphene wells 100; 360,000 tested, 0.2% active;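 active = mean lysis activity across replicates of at least 80%, whatever share of replicates individually reach that level; inactive = mean lysis activity below 80%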
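Assay system: C. neoformans cells. Amount: yeast cell density of 5 × 10^6 cells/mL. Technique: AK luminescence. Buffer or medium: YPD. Times: static 4 h at 37 °C with compound, 1 h detection. Dosing: single-point compound dose. Read-out: lysis from increased AK signal.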
Active calls of the source: *; nt = not tested or not shown.

no.	molecule	LGR2 antag	SIRT5 block	PGC1a acetyl inh	Xi reactivation
1	COc1cccc(C(=O)NC(=S)Nc2ccc3[nH]c(=O)[nH]c3c2)c1	2	2	nt	0.1
2	Cc1sc2ncn(CC(=O)NCCCC(=O)N3CCN(c4ccccc4F)CC3)c(=O)c2c1C	-12	-10	1	0.0
3	CN1C(=O)c2cc(NC(=O)c3ccc4c(c3)OCO4)ccc2OC[C@@H]2O[C@H](CC(=O)O)CC[C@H]21	-21	-3	-3	0.1
4	C[C@@H]1CCCCO[C@H](CN(C)C(=O)c2ccccc2)[C@H](C)CN([C@@H](C)CO)C(=O)c2cc(N(C)C)ccc2O1	0	3	-1	0.0
5	O=C1NC(=O)C2(CCCC2)N1	-4	nt	nt	0.3
6	COc1cccc(CC2(CO)CCCN(CC3=Cc4cc(Cl)ccc4OC3)C2)c1 (stereo not drawn)	10	0	-9	0.4
7	Cc1ccc(-n2nc3c(=O)n(C(C)C(=O)NCCCc4ccccc4)nc(C)c3c2C)cc1 (stereo not drawn)	11	-2	-7	0.9
8	Cc1ccc(S(=O)(=O)N2CCC(C(=O)NNC(=O)c3ccccc3O)CC2)cc1C	10	-1	nt	0.1
9	Cc1[nH]n(C2=NCCS2)c(=O)c1N=Nc1ccccc1	18	-2	nt	0.1
10	CC(C)NC(=O)N(C)C[C@H]1Oc2ccc(NC(=O)Cc3ccccc3)cc2C(=O)N([C@@H](C)CO)C[C@H]1C	-7	-1	-1	-0.7
11	NC(=O)c1c(NC(=O)c2c(F)cccc2F)sc2c1CCN(Cc1ccccc1)C2	-12	3	3	0.1
12	Cc1cc(C)n(-c2cccc(CN(C)Cc3nc(-c4cnccn4)no3)c2)n1	15	-2	nt	0.2
13	CNC(=O)CSc1nnc(-c2ccco2)n1-c1ccccc1OC	3	nt	5	nt
14	Cc1ccccc1Nc1nc(N)nc(CCl)n1	nt	0	12	0.0
15	CCCN1C(=O)/C(=C/c2cc(C)n(C)c2C)SC1=Nc1ccc(OC)cc1	-29	nt	1	nt

no.	ERAP1 HTS inh	S100A4 MyoIIA	C2C12 statin	Cneo AK release
1	-1	-5	-9	3
2	1	-3	-1	0
3	-1	10	-38	-3
4	-1	-9	-22	3
5	0	7	nt	nt
6	-7	-7	-3	0
7	2	-11	-10	-1
8	2	19	nt	nt
9	1	2	nt	nt
10	3	-1	-12	4
11	7	-1	-21	0
12	1	1	1	-1
13	nt	nt	-31	-2
14	-6	3	nt	3
15	nt	nt	-5	3

Additional entries:
no.	molecule	LGR2 antag	SIRT5 block	PGC1a acetyl inh	Xi reactivation
16	C[C@H]1CN([C@@H](C)CO)C(=O)c2cccc(NC(=O)c3nc4ccccc4s3)c2O[C@@H]1CN(C)Cc1ccc(C(=O)O)cc1	22	-1	11	0.0
17	COc1cccc(CNC(=O)Cn2ccc3cc(S(=O)(=O)N4CCCC4)ccc32)c1	2	-5	-16	0.2
18	CCNC(=O)C1(C)CCCN1C(=O)c1c(F)cccc1F (stereo not drawn)	-13	nt	nt	0.0
19	CCN1CCN(C(CNS(=O)(=O)c2ccc(Cl)cc2)c2ccccc2)CC1 (stereo not drawn)	-3	-3	1	0.2
20	CCS(=O)(=O)N1CC2(CN(C)[C@@H](CO)c3c2c2ccc(OC)cc2n3C)C1	8	2	6	0.0
21	Cc1cc(C)cc(NC(=S)N=Nc2c(O)n(C)c3ccc(S(=O)(=O)N4CCOCC4)cc23)c1	nt	nt	-5	0.4
22	CN(c1ccc(C(=O)NCc2ccccn2)cc1)S(=O)(=O)c1ccc(Cl)cc1	12	1	0	0.0
23	O=C(C[C@@H]1CC[C@@H]2[C@H](COC[C@@H](O)CN2Cc2cccc(C(F)(F)F)c2)O1)NCc1ccc(F)cc1	4	0	-4	0.2
24	Cc1ccc(S(=O)(=O)N(C)C[C@@H]2Oc3ccc(NS(=O)(=O)c4ccc(Cl)cc4)cc3C(=O)N([C@@H](C)CO)C[C@H]2C)cc1	26	4	-12	0.0
25	Cc1cc(C)n(CC(=O)Nc2ccc3c(c2)OCO3)c(=O)c1C#N	1	-3	nt	0.0
26	O=C(COC(=O)C1CC2C=CC1C2)Nc1cccc(S(=O)(=O)N2CCOCC2)c1 (stereo not drawn)	12	0	10	0.0
27	C[C@@H]1CCCCO[C@@H](CN(C)Cc2ccc3c(c2)OCO3)[C@H](C)CN([C@H](C)CO)C(=O)c2cc(NS(=O)(=O)c3ccccc3)ccc2O1	-24	6	-2	0.1
28	Cc1cc(C)c(C(=O)C[n+]2cccc(C(N)=O)c2)c(C)c1	0	2	-6	0.4
29	O=C(Nc1ccccc1Cl)C(=O)c1cn(CC(=O)N2CCOCC2)c2ccccc12	-50	0	13	0.2
30	COc1cc(CN2CCN(Cc3ccc(C)cc3)CC2)c([N+](=O)[O-])cc1OC	-12	3	6	0.5

no.	ERAP1 HTS inh	S100A4 MyoIIA	C2C12 statin	Cneo AK release
16	1	11	nt	1
17	0	-6	-11	9
18	0	-2	-1	-1
19	2	-3	-5	1
20	-1	18	nt	nt
21	4	-4	-95	-5
22	2	5	-34	-2
23	7	0	-6	-4
24	-1	6	32	nt
25	-3	-1	-4	-1
26	2	-1	43	13
27	-6	37	nt	6
28	1	1	nt	0
29	5	7	0	-1
30	-5	-11	-3	-1

Some of these compounds in order of molecular weight, highest first:
no.	molecule	LGR2 antag	SIRT5 block	PGC1a acetyl inh	Xi reactivation
2	Cc1sc2ncn(CC(=O)NCCCC(=O)N3CCN(c4ccccc4F)CC3)c(=O)c2c1C	-12	-10	1	0.0
19	CCN1CCN(C(CNS(=O)(=O)c2ccc(Cl)cc2)c2ccccc2)CC1 (stereo not drawn)	-3	-3	1	0.2
15	CCCN1C(=O)/C(=C/c2cc(C)n(C)c2C)SC1=Nc1ccc(OC)cc1	-29	nt	1	nt

no.	ERAP1 HTS inh	S100A4 MyoIIA	C2C12 statin	Cneo AK release
2	1	-3	-1	0
19	2	-3	-5	1
15	nt	nt	-5	3

More records:
no.	molecule	LGR2 antag	SIRT5 block	PGC1a acetyl inh	Xi reactivation
31	CC1=C(C(=O)N(C(C)C)C(C)C)CC(CC(=O)NC2CC2)C(=O)N1Cc1ccc(C(C)(C)C)cc1 (stereo not drawn)	6	nt	nt	0.2
32	Cc1csc(N(C)C(=O)CSc2nnc(COc3ccccc3C)o2)n1	-7	0	-4	nt
33	COc1ccccc1CN(C)CC(=O)Nc1cccc2ccccc12	-30	nt	1	0.4
34	CC(C)NC(=O)Nc1ccc2c(c1)C(=O)N([C@@H](C)CO)C[C@@H](C)[C@@H](CN(C)C(=O)Nc1ccccc1)OCCCC[C@H](C)O2	11	2	8	0.0
35	COc1ccc(-n2c(=S)[nH]c3cc(C(=O)NC4CCCCC4)ccc3c2=O)c(OC)c1	-13	1	-6	0.2
36	Cc1ccc(S(=O)(=O)N[C@H]2C=C[C@H](CC(=O)NC3CCCCC3)O[C@H]2CO)cc1	-12	2	-11	0.0
37	CCOC(=O)N1N=C(c2ccc(OC)cc2)CC1(O)C(F)(F)F (stereo not drawn)	-15	-2	nt	0.1
38	COC(=O)COc1ccc(S(=O)(=O)N2CCCCCC2)cc1	-14	13	35	-0.1
39	CCOC(=O)c1c(NC(=O)CSc2nnc(C)c(=O)[nH]2)sc2c1CCC2	13	nt	2	nt
40	O=C(c1ccc(F)cc1F)N1CCC(N2CCC(C(=O)N3CCOCC3)CC2)CC1	12	-1	6	0.0
41	CCCC1=C(C(=O)OCC)C(c2ccncc2)n2ncnc2N1 (stereo not drawn)	-11	-3	-3	nt
42	CCC(=O)N[C@H]1CC[C@H](CC(=O)NCC2CC2)O[C@@H]1CO	-5	-5	1	0.1
43	CN(C)Cc1c(O)ccc2occ(C(=O)c3ccccc3)c12	-8	nt	-4	nt
44	CCOc1ccc(NC(=O)CN(C)C(=O)c2ccc3nc(CC)c(CC)nc3c2)cc1OCC	-9	-6	nt	0.0
45	O=C(C[C@@H]1CC[C@H](NS(=O)(=O)c2ccccc2)[C@@H](CO)O1)NCc1ccc(Cl)c(Cl)c1	13	-2	-6	0.3
46	Cc1ccc(C(=O)N/N=C\c2ccccc2[N+](=O)[O-])cn1	-37	-4	4	0.0

no.	ERAP1 HTS inh	S100A4 MyoIIA	C2C12 statin	Cneo AK release
31	2	-2	nt	nt
32	-2	-7	7	0
33	-2	7	10	2
34	nt	-1	nt	0
35	1	1	4	0
36	-5	10	0	0
37	0	-2	1	-5
38	-2	-8	nt	nt
39	nt	nt	131*	0
40	1	12	-5	-3
41	0	5	-2	2
42	-1	-2	nt	nt
43	nt	nt	-5	3
44	-3	-4	-11	0
45	2	-8	3	-1
46	0	4	3	nt

Gathered by group, the compounds so far containing a halogen (13)
no.	molecule	LGR2 antag	SIRT5 block	PGC1a acetyl inh	Xi reactivation
2	Cc1sc2ncn(CC(=O)NCCCC(=O)N3CCN(c4ccccc4F)CC3)c(=O)c2c1C	-12	-10	1	0.0
6	COc1cccc(CC2(CO)CCCN(CC3=Cc4cc(Cl)ccc4OC3)C2)c1 (stereo not drawn)	10	0	-9	0.4
11	NC(=O)c1c(NC(=O)c2c(F)cccc2F)sc2c1CCN(Cc1ccccc1)C2	-12	3	3	0.1
14	Cc1ccccc1Nc1nc(N)nc(CCl)n1	nt	0	12	0.0
18	CCNC(=O)C1(C)CCCN1C(=O)c1c(F)cccc1F (stereo not drawn)	-13	nt	nt	0.0
19	CCN1CCN(C(CNS(=O)(=O)c2ccc(Cl)cc2)c2ccccc2)CC1 (stereo not drawn)	-3	-3	1	0.2
22	CN(c1ccc(C(=O)NCc2ccccn2)cc1)S(=O)(=O)c1ccc(Cl)cc1	12	1	0	0.0
23	O=C(C[C@@H]1CC[C@@H]2[C@H](COC[C@@H](O)CN2Cc2cccc(C(F)(F)F)c2)O1)NCc1ccc(F)cc1	4	0	-4	0.2
24	Cc1ccc(S(=O)(=O)N(C)C[C@@H]2Oc3ccc(NS(=O)(=O)c4ccc(Cl)cc4)cc3C(=O)N([C@@H](C)CO)C[C@H]2C)cc1	26	4	-12	0.0
29	O=C(Nc1ccccc1Cl)C(=O)c1cn(CC(=O)N2CCOCC2)c2ccccc12	-50	0	13	0.2
37	CCOC(=O)N1N=C(c2ccc(OC)cc2)CC1(O)C(F)(F)F (stereo not drawn)	-15	-2	nt	0.1
40	O=C(c1ccc(F)cc1F)N1CCC(N2CCC(C(=O)N3CCOCC3)CC2)CC1	12	-1	6	0.0
45	O=C(C[C@@H]1CC[C@H](NS(=O)(=O)c2ccccc2)[C@@H](CO)O1)NCc1ccc(Cl)c(Cl)c1	13	-2	-6	0.3

no.	ERAP1 HTS inh	S100A4 MyoIIA	C2C12 statin	Cneo AK release
2	1	-3	-1	0
6	-7	-7	-3	0
11	7	-1	-21	0
14	-6	3	nt	3
18	0	-2	-1	-1
19	2	-3	-5	1
22	2	5	-34	-2
23	7	0	-6	-4
24	-1	6	32	nt
29	5	7	0	-1
37	0	-2	1	-5
40	1	12	-5	-3
45	2	-8	3	-1

The list is partial (hit frequency here may not be typical).
